Screening data from PubChem.
PREPL inh: human PREPL enzyme inhibition. inhibition, % at 5.96 µM. Q4J6C6. AID 2751. 320,000 tested, 0.68% active. recombinant PREPL, fluorescence polarization activity-based probe; in the data active = inhibition above about 43%;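 also: 0% = enzyme with DMSO and 100% = wells lacking enzyme; many of its hits are not listed in these tables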
Efflux pump mplx: blocks antifungal efflux pumps in multiplex yeast assay; S. cerevisiae Candida pump triplex, Nile Red efflux; inhibition, % at 10 µM; 330,000 tested, 0.44% active; AID 485275;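 active = plate passing quality check with inhibition over a set limit, or well fluorescence over plate mean plus 4 SD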;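 also: Nile Red retained in pooled yeast measured as flow cytometry median fluorescence; 0% = buffer negative control and 100% = Enniatin B positive control; higher means more Nile Red kept so more efflux inhibition; some compounds called inactive have numbers as strong as hits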
LYPLA2 counter: blocks human lysophospholipase 2, a PME1 counter-screen. recombinant LYPLA2, FP-Rh probe fluorescence polarization. inhibition, % at 5.9 µM. 320,000 tested, 0.38% active. AID 2177;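 active = inhibition above the screen-wide mean plus 3 SD, limit set per campaign, cut at about 26% in these data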;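 also: 0% = LYPLA2 with DMSO and 100% = wells lacking LYPLA2 enzyme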
Target sequence (O95372 whole entry, looked up): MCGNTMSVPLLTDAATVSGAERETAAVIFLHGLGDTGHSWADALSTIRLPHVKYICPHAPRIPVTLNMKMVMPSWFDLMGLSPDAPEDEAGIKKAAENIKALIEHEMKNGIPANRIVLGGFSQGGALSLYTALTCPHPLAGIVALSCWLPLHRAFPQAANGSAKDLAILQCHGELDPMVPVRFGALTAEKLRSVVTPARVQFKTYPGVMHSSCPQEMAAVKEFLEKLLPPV
PP5 primary: inhibitors of human protein phosphatase 5 (PP5). inhibition, % at 6.7 µM. P53041. 320,000 tested, 0.18% active. purified PP5c, OMFP substrate fluorescence;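 active = inhibition above the campaign's mean inhibition across all tested compounds plus 3 SD, cut at about 9.5% in these data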;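 also: 0% = DMSO only and 100% = 100 µM cantharidin control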
HCV core dimer: blocks dimerization of HCV core protein | TR-FRET GST/Flag-core106 dimerization, 1536-well | inhibition, % at 5 µM | 300,000 tested, 0.33% active;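 active = inhibition above the mean of all tested compounds plus 3 SD, set per screening campaign, cut at about 45% in these data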
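System: GST-tagged and Flag-tagged HCV core protein residues 1-106 / Input: core106 proteins, GST 13.5 nM and Flag 17 nM / Buffer or medium: KF-containing HEPES buffer, pH 7.45, DTT, CHAPS, BSA / Probe or stimulus: Eu-anti-GST and XL665-anti-Flag labelled anti-tag antibodies / Schedule: 4 h, 22.5 °C incubation / Technique: TR-FRET 671 and 617 nm emission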
PP1 counter: blocks human PP1-alpha phosphatase, a PP5 counter-screen; purified PP1alpha, OMFP fluorescence; inhibition, % at 6.7 µM; 320,000 tested, 0.9% active;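 active = inhibition above the mean inhibition of all tested compounds plus 3 SD, computed separately for each screening campaign, cut at about 15% in these data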
Target sequence (P62136 whole entry, looked up): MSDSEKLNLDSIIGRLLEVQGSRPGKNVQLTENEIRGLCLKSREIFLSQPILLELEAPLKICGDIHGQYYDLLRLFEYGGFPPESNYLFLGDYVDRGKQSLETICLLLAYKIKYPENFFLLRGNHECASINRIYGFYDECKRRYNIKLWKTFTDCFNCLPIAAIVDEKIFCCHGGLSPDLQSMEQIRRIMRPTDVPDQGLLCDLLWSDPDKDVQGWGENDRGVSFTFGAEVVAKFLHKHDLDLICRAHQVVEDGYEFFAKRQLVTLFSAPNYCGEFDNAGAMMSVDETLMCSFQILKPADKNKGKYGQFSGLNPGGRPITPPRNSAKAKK
TPT1 inh: inhibitors of Candida albicans tRNA 2'-phosphotransferase TPT1. recombinant caTPT1, FP RNA substrate dephosphorylation. inhibition, % at 5 µM. 300,000 tested, 0.81% active;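 active = inhibition above the mean of all tested compounds plus 3 SD, set per screening campaign, cut at about 24% in these data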;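 also: plate controls were DMSO alone for no effect and ferristatin control at 100 nM for full effect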
JMJD2C inh: human JMJD2C demethylase inhibition. Q9H3R0. GST-JMJD2C(1-420) H3K9me3 demethylation, DELFIA europium. inhibition, % at 2.35 µM. 330,000 tested, 0.069% active. AID 2099;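 active = more than half of a compound's replicate wells show inhibition beyond 50%, single wells judged on their own value; inconclusive = some, but no more than half, of replicates pass 50% inhibition; inactive = no replicate passes 50% inhibition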;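 also: signal counts dimethyl H3K9 product captured on neutravidin plate; 0% = median of DMSO wells and 100% = 0.3 times that DMSO median; strong numbers were not always called active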
Target sequence (Q9H3R0 1-420 limits assumed): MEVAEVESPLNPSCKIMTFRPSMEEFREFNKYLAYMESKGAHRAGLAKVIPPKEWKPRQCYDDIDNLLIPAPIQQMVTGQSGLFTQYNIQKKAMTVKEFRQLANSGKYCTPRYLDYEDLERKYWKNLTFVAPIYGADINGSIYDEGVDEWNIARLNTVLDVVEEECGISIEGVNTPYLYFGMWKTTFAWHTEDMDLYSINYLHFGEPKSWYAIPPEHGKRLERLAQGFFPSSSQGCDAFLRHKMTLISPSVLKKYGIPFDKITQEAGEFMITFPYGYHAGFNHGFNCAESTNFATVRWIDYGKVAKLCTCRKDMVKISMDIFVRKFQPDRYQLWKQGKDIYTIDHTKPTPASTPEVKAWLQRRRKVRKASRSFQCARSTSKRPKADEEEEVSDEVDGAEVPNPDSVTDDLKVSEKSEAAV
Fh CTSL1 inh: cathepsin L1 inhibition, PFM18AAP counter-screen; recombinant F. hepatica cathepsin L1, Z-Leu-Arg-MCA fluorescence; inhibition, % at 5.96 µM; 300,000 tested, 0.49% active; AID 1906;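 active = inhibition above the mean of all tested compounds plus 3 SD, set per screening campaign, cut at about 17% in these data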;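 also: 0% = plate median of test compound wells and 100% = 1 µM Z-Phe-Ala-diazomethylketone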
An asterisk follows results filed as active; u = inconclusive; x = not tested or not shown; & = joins results of further samples. The list is partial; count on the stated rates, not on these rows.

Values run as follows: PREPL inh	Efflux pump mplx	LYPLA2 counter	PP5 primary	HCV core dimer	PP1 counter	TPT1 inh	JMJD2C inh	Fh CTSL1 inh
- Cc1csc(SCC(=O)NCc2ccccc2)n1
    0	0.2	-14	-0.2	-3	-1	2	32	-6
- C#CC(C)(CC)NC(=O)Cn1nnc(-c2cccc(C(F)(F)F)c2)n1 (stereo not given)
    10	-0.2	7	3.9	-2	1	-5	4	-4
- FC(F)(F)c1nc(SCc2ccc(Cl)cc2Cl)n[nH]1
    10	0.0	-4	1.1	-6	0	-1	-2	0
- C[N+](C)(C)CCCCCC(=O)/C=N/O
    5	-0.1	-1	1.0	2	2	2	20	-1
- Cc1nc2ccccn2c1C(=O)N=Nc1c(O)n(CCC(C)C)c2ccccc12
    28	-0.1	-1	-2.0	-3	-3	0	-2	0
- Cc1cccc(C)c1Nc1nnc(SCc2nc3ccccc3s2)s1
    -21	0.0	-11	0.1	5	5	16	-15	2
- Cc1ccc(N2CC(C(=O)Nc3ccc(S(=O)(=O)NCC4CCCO4)cc3)CC2=O)cc1C (stereo not given)
    -1	0.0	-1	2.7	6	2	1	-11	3
- COc1cccc(-c2nnc(SCC(=O)Nc3cc(C)ccc3OC)n2N)c1
    13	0.0	11	1.1	-8	3	0	-3	-4
- COc1cc(NC(C)CCCN)c2ncccc2c1Oc1ccccc1 (stereo not given)
    34	1.0	0	3.1	1	7	10	-11	-1
- Cc1ccc(-c2noc(CN3CCN(Cc4ccccc4)CC3)n2)cc1
    2	0.2	8	4.0	-1	-1	2	-3&20	0
- Cc1cc(NC(=O)CSc2nnc(-c3ccco3)n2CC2CCCO2)no1 (stereo not given)
    16	-0.1	-2	0.7	-6	-2	-2	7	-5
- CCN(CC)Cc1csc2ccc(Br)cc12
    9	0.0	6	0.4	1	-2	-7	1	-3
- COC(=O)c1ccc(CSc2ccc3nnc(-c4ccc(F)cc4)n3n2)o1
    -52	-0.2	-1	-0.3	10	-1	-2	-1	1
- COc1ccc(C/C(N)=N/OC(=O)Cc2ccccc2)cc1OC
    18	0.4	-3	1.8	-1	-2	1	16	-8
- Cn1c(=O)c2c(ncn2CC(N)=O)n(C)c1=O
    1	0.0	4	1.4	7	-4	-5	-13	-4
- O=C(CSc1nc2nccnc2c(=O)n1Cc1cccs1)Nc1ccccc1
    -4	-0.1	4	2.5	9	-1	0	12	-1
- COc1ccccc1CN(C)CC(=O)Nc1ccc(Cl)cc1F
    -11	-0.1	1	3.1	2	6	-5	2	2
- COc1ccc(NC(=O)COC(=O)c2cc([N+](=O)[O-])ccc2N2CCOCC2)cc1
    9	0.1	-2	2.4	3	0	1	-2	-6
- CN(C)S(=O)(=O)c1ccc(F)c(C(=O)Nc2ccccc2C(=O)NC2CC2)c1
    -4	0.1	3	2.9	x	-2	x	x	x
- CC(=O)Nc1ccc(Nc2nc(C)cc(C)n2)cc1
    6	-0.2	10	-0.4	-10	-2	1	-7	0
- C[C@@H](C(=O)N[C@H](C(=O)O)c1ccccc1)n1nnc2ccccc2c1=O
    15	-0.1	7	-1.7	-4	0	-2	-1	1
- COCCC(=O)N1CCC(Oc2ccc(C(=O)N3CCCCC3COC)cc2)CC1 (stereo not given)
    21	0.2	-4	-1.1	-2	1	1	1	-3
- CC(C)(C)c1ccc(-c2n[nH]c(=S)n2Cc2ccccc2)cc1
    9	0.0	17	2.1	11	3	-3	42	4
- Cc1cc(C(=O)COC(=O)[C@H](C)NC(=O)c2ccco2)c(C)n1Cc1ccco1
    0	0.4	4	3.5	6	-2	1	-4	0
- O=C(NC1CCCCC1)C1CCC(=O)N(C2CC2)C1 (stereo not given)
    -2	0.0	-2	0.7	2	-9	-3	-6	-2
- COc1ccc2c3c([nH]c2c1)C1CC2C(CC(O)C(OC)C2CO)CN1CC3 (stereo not given)
    9	0.0	4	0.9	-3	-5	-2	5	0
- Cc1ccc([N+](=O)[O-])cc1-c1ccc(/C=C(\C#N)c2[nH]nc(N)c2C#N)o1
    26	0.3	9	-0.1	4	14	2	3	-1
- CCCc1cc(=O)[nH]c(SCC(=O)NC(=O)NC2CCCC2)n1
    2	0.0	2	-0.6	x	-2	x	-4	x
- COc1ccc(/C=N/NC(=O)c2cc(C(C)(C)C)[nH]n2)cc1COc1ccc(F)cc1F
    -24	0.7	-33	2.9	11	6	-1	-19	5
- COc1cccc(CN2CCNC(=O)C2CC(=O)NCCCN2CCCC2=O)c1 (stereo not given)
    4	0.0	-15	-2.0	3	0	-10	-11	-6
- O=C(NC1CCCC1)c1cccc2c1C(=O)c1ccc(/C=C/c3ccccc3)cc1S2(=O)=O
    18	0.5	4	1.4	x	-1	x	2	x
- COc1cc(Cl)ccc1OCc1cc(C(=O)N2CCCCCCC2)no1
    24	0.0	18	0.3	-15	3	-7	-3	2
- O=C(c1ccccc1)N1CCN(Cc2ccc3c(c2)OCO3)CC1
    25	0.0	9	-0.8	8	-2	-1	4	-1
- COc1ccc(CCNC(=O)COC(=O)CNS(=O)(=O)c2ccc(SC)c([N+](=O)[O-])c2)cc1
    36	0.5	-4	3.6	x	0	x	4	x
- COc1ccc(CNC(=O)CN(C)S(=O)(=O)c2ccc3c(c2)OCCO3)cc1OC
    0	-0.1	2	-0.1	x	-7	x	5	x
- CCOc1ccccc1C(=O)Nc1nn[nH]n1
    6	-0.2	15	0.0	0	-2	-4	-1	2
- O=C(c1ccc(F)cc1)N1CCC(C(=O)N(Cc2ccccc2)c2ccccc2)CC1
    7	0.0	1	0.3	x	-4	x	10	x
- Cc1cc(Cl)c(OCCCN2CCCCC2)c(Br)c1
    -14	0.1	-8	0.1	-1	1	2	0	0
- c1ccc(-c2n[nH]c(-c3ccccn3)n2)nc1
    0&2	-0.1&0.0	-1&-2	2.4&1.1	-1&1	27*	5&-2	2&-36	-2&0
- COC(=O)c1cccc(S(=O)(=O)N2CCN(c3nc4ccccc4s3)CC2)c1
    -18	0.0	6	0.7	15	4	-4	-36	2
- O=[N+]([O-])c1ccccc1-c1ccc(C(=S)N2CCN(c3ccccc3)CC2)o1
    12	-0.1	1	-2.6	2	-1	-2	-4	1
- CCOC(=O)C1=C(NC(=S)NC(=O)c2ccccc2)c2ccccc2CC1(C)C
    6	0.2	-4	5.5	9	4	2	-5	2
- CCOC(=O)N1CCN(C(=O)CCN2C(=O)c3ccccc3S2(=O)=O)CC1
    3	0.3	0	-0.6	1	-3	0	-8	2
- O=C(Cc1csc(-c2ccc(Cl)cc2)n1)Nc1cccc(S(=O)(=O)NC2=NCCC2)c1
    26	-0.1	1	3.3	x	1	x	-3	x
- COCCCNC(=O)Cn1nc(-c2cccc(OC)c2)ccc1=O
    2	0.0	-3	-0.1	1	-5	-3	1	-1
- COc1ccc(S(=O)(=O)N2CC(=O)Nc3ccccc32)cc1
    6	-0.1	1	2.1	13	-3	3	-8	-4
- CC(=O)c1cccc(NC(=O)COc2cc(C)on2)c1
    7	-0.1	6	0.7	x	2	x	3	x
- Cc1ccc(C(C(=O)NC2CCCCC2)N2CCN(C(=O)c3ccco3)CC2)cc1 (stereo not given)
    10	0.0	4	1.8	-2	0	-1	-11	-2
- Nc1nc(Br)c2ccccc2c1-c1ccc(F)cc1
    8	-0.1	-2	2.6	-4	0	-5	21	6
- COc1ccccc1NC(=O)Cc1nnc(SCC(=O)NC2CCCCC2C)n1C (stereo not given)
    4	0.0	3	-3.3	0	-3	-3	-18	5

The list continues.
Values run as follows: PREPL inh	Efflux pump mplx	LYPLA2 counter	PP5 primary	HCV core dimer	PP1 counter	TPT1 inh	JMJD2C inh	Fh CTSL1 inh
- Cc1cc(C)c2nc(NC(=O)c3ccc4c(=O)n5c(nc4c3)CCCCC5)sc2c1
    -4	-0.1	-3	1.0	-1	-2	-3	0	2
- C/C(=N\NC(=O)c1ccncc1)c1ccc(N(C)C)cc1
    1	-0.1	5	0.3	-5	-1	2	31	3
- O=C(Nc1ccncc1)c1cccc(S(=O)(=O)N2CCc3ccccc32)c1
    -14	-0.1	-20	1.7	-9	4	1	21	17*
- Cc1cc(NC(=O)COC(=O)c2cc(S(=O)(=O)N(C)c3ccccc3)ccc2Cl)no1
    -11	0.0	-2	1.7	0	-3	-2	-244	-8
- CN(C)S(=O)(=O)c1ccc(C(=O)Nc2ccccn2)cc1
    1	0.0	-3	0.0	-9	-2	-3	1	-2
- COc1ccc(CC(=O)N(C)Cc2cccc(OC)c2OC)cc1S(=O)(=O)N1CCOCC1
    13	-0.3	3	-0.1	-2	-1	-3	1	-2
- O=S(=O)(/N=C(/NC(=S)Nc1ccccc1)c1ccccc1)c1ccc(Cl)cc1
    -3	-0.1	0	0.4	8	0	-1	3	-2
- O=[N+]([O-])c1ccc([N+](=O)[O-])c(Nc2ccc(N3CCOCC3)cc2)c1
    -2	-0.1	13	0.2	-1	3	0	-19	-3
- Cc1ccc(S(=O)(=O)N2CCN(CC3CC4C=CC3C4)CC2)cc1 (stereo not given)
    -10	0.1	3	2.1	3	4	2	4	2
- CC(=O)CSc1nc2c(c(=O)[nH]c(=O)n2C)n1Cc1cccc(Br)c1
    -13	0.0	3	1.1	7	-2	-4	17	35*
- CCOC(=O)c1[nH]cc(-c2ccccc2)c1N1CCOCC1
    1	0.0	-1	1.3	-7	-5	-2	-6	-3
- Cc1nnc(NC(=O)c2cccc(S(=O)(=O)N3CCc4ccccc43)c2)s1
    -14	0.0	-3	0.9	11	0	-4	4	4
- CCn1cc(S(=O)(=O)c2ccc(C)cc2)c(=O)c2cc(F)c(N3CCN(C)CC3)cc21
    3	-0.2	4	0.4	11	-1	0	-14	2
- O=C(NCc1nnc(SCc2ccc(F)cc2)n1-c1ccccc1)C12CC3CC(CC(C3)C1)C2
    22	0.2	2	3.7	6	4	4	4	2
- COc1ccccc1Nc1nc(-c2ccccc2O)nc2ccccc12
    -6	0.3	-5	4.0	0	-2	-1	u	0
- CC(C)N1CCN(Cc2ccc(OC3CCCC3)cc2)CC1CCO (stereo not given)
    4	0.0	0	-1.5	4	-1	1	-10	-9
- CCOC(=O)c1cc(C#N)c(=S)[nH]c1C
    8	0.0	-5	1.2	1	0	0	11	3
- CCc1ccccc1N=C1S/C(=C/c2ccccc2OCC(=O)N2CCOCC2)C(=O)N1C
    27	-0.4	-7	1.0	-1	2	-2	-7	6
- O=C1c2ccccc2C(=O)N1Nc1ccccc1
    17	-0.1	3	-2.8	-5	0	-8	8	2
- CCc1ccccc1NC(=S)N1CCN(c2ccccc2F)CC1
    13	0.0	3	-0.2	5	0	-9	-14	19*
- CC(=O)Oc1ccc2c(=O)c(Oc3ccccc3)c(C)oc2c1OC(C)=O
    -21	-0.2	-5	-1.8	-6	-2	1	-29	-4
- CCCCN(C)Cc1c(C)[nH]c2ccc(OCC)cc2c1=O
    -5	0.2	-3	-0.9	-6	0	-6	-21	-3
- CCC1(C)NC(=O)N(/N=C/c2ccc(C)s2)C1=O (stereo not given)
    14	-0.3	-7	-0.3	-10	2	1	-21	6
- O=C(OCC(=O)c1c[nH]c2ccccc12)c1cc(S(=O)(=O)N2CCOCC2)ccc1F
    -4	-0.2	-3	3.6	x	1	x	1	x
- CC(=O)c1cccc(OCc2cc(C(=O)N(C)C(C)c3ccccn3)no2)c1 (stereo not given)
    3	0.1	11	3.1	14	-6	-1	-2	1
